From PubChem
SUMO HTRF inh: SUMOylation inhibition; P63279; HTRF SUMOylation assay, SAE1/SAE2 + UBC9, in vitro; inhibition, % at 35 µM; 290,000 compounds, 0.36% hits; AID 2006; in the data active = inhibition above about 50%, passing the limit was not always enough; note: strong numbers were not always called active
Target sequence (P63279 whole entry, looked up): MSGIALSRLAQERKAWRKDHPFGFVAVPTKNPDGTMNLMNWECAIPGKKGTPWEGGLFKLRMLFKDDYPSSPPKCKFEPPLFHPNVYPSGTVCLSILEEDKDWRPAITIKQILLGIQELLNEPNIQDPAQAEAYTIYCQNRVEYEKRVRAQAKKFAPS
pCIP destab: p/CIP protein destabilization; decrease of EGFP signal, % at 10 µM; Q05BA5; 290,000 compounds, 0.01% hits; F442A p/CIP-EGFP cells, EGFP fluorescence, 16 h;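 active = EGFP signal decrease of at least 30% at 10 µM or well 3 SD below plate mean, unless failing retest; inactive = the rest, including hits failing retest or dose response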; note: some compounds called inactive have numbers as strong as hits; many of its hits are not listed in these tables
NS3 helicase inh: inhibitors of Hepatitis C virus NS3 helicase; NS3 helicase DNA unwinding, Cy5 molecular beacon fluorescence; inhibition, % at 10.9 µM; 290,000 compounds, 0.56% hits; AID 1800;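 active = inhibition above the mean of all tested compounds plus 3 SD, set per campaign, cut at about 35% in these data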;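 note: 0% = DMSO wells and 100% = thioflavine S control wells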
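Measured by: Cy5 fluorescence, 0 and 60 min reads / Assay system: NS3 helicase fragment of HCV / Control set: low DMSO, high thioflavine S at 110 µM / Times: 1 h reaction at 25 °C, ATP-initiated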
IDE cell activ: IDE (human) activation, cell-based; P14735; HEK cells, FAbeta-B cleavage, fluorescence polarization; 0% vehicle, 100% cell-free pure enzyme wells; activation, % at 5.96 µM; 340,000 compounds, 0.073% hits; AID 493087;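 active = activation above the mean of all tested compounds plus 3 SD, set per screening campaign, cut at about 17% in these data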
M18AAP inhibitor: PfM18AAP enzyme inhibition | recombinant PfM18AAP, H-Glu-NHMec fluorogenic cleavage | inhibition, % at 7.35 µM | 290,000 compounds, 1.2% hits;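 active = inhibition above the campaign mean inhibition over all tested compounds plus 3 SD, cut at about 28% in these data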;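 note: 0% = plate median of test compound wells and 100% = 2 mM ZnCl2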
IMP-1 inh: blocks Pseudomonas aeruginosa IMP-1 metallo-beta-lactamase; inhibition, % at 5.6 µM; 290,000 compounds, 0.45% hits; purified IMP-1, nitrocefin hydrolysis, epi-absorbance fluorescence; AID 1556;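 active = inhibition above the mean plus 3 SD of all compounds in the same screening run, cut at about 4.5% in these data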;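 note: 0% = IMP-1 with DMSO and 100% = DMSO wells lacking enzyme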
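System: Purified IMP-1 | Read-out basis: Percent enzyme inhibition | Controls: IMP-1 with DMSO as 0%, enzyme-free DMSO as 100% | Replicates: One well per compound | Doses: 5.6 µM nominal single concentration | Detection: Epi-absorbance fluorescence, 480 nm excitation, 530 nm emission | Incubation: 25 °C, 15 min preincubation, 25 min reaction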
FID counter: displaces DNA intercalator in HCV helicase counter-screen; DNA fluorescent intercalator displacement, fluorescence; 290,000 compounds, 0.17% hits; inhibition, % at 7.9 µM; in the data active = inhibition above about 37%;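 note: 0% = vehicle and 100% = reference compound; higher means more ethidium bromide displaced from hairpin DNA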
IDE inh: inhibits human insulin-degrading enzyme in HEK cells | P14735 | FAbetaB cleavage, fluorescence polarization | inhibition, % at 5.59 µM | 320,000 compounds, 0.41% hits | AID 434962;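 active = percent inhibition above the average of all tested compounds plus 3 SD, set per screening campaign, cut at about 16% in these data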;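 note: IDE supplied by intact live HEK cells; FP after avidin binding of uncleaved biotin substrate so inhibition keeps polarization high; 0% = DMSO wells and 100% = 60 µM reference IDE inhibitor Ii1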
VIM-2 inhibitor: inhibitors of Pseudomonas aeruginosa VIM-2 metallo-beta-lactamase; purified VIM-2, nitrocefin hydrolysis, epi-absorbance fluorescence; inhibition, % at 5.6 µM; 290,000 compounds, 0.89% hits; AID 1527;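 active = inhibition above the mean of all tested compounds plus 3 SD, cutoff set per screening run, cut at about 7.5% in these data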;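 note: red hydrolysis product quenches plate fluorescence so inhibitors raise well fluorescence; 0% = enzyme with DMSO and 100% = DMSO without enzyme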
An asterisk follows results filed as active; . = no result given.

1) CSCC[C@H](NS(=O)(=O)c1ccc(C)cc1)C(=O)N1CCC(C(=O)N[C@@H](C)C(=O)O)CC1
2) CC(=O)c1ccc(N(C(=O)c2csnn2)C(C(=O)NC2CCCC2)c2ccccc2)cc1 (stereo unspecified)
3) Cc1ccc(-c2cc(-c3nnc(SCC(=O)N(C)CCC#N)n3N)c3ccccc3n2)cc1
4) CCN(CC)c1ccc(/C=C(/C#N)c2nc3ccccc3[nH]2)c(OC(C)C)c1
5) COc1cccc(C2/C(=C(/O)c3ccc4c(c3)CC(C)O4)C(=O)C(=O)N2CC2CCCO2)c1 (stereo unspecified)
6) COc1ccc(Cl)cc1N(CC(=O)N1CCCCC1)S(C)(=O)=O
7) COC(=O)c1oc2c(c1C)C1(CCC2)SCCS1
8) N#CCCn1cc(CNCc2ccccc2)c(-c2cccc([N+](=O)[O-])c2)n1

Assay by compound	1	2	3	4	5	6	7	8
SUMO HTRF inh	4	6	-12	19	6	14	3	5
pCIP destab	-11	-14	7	-612	-13	-11	-14	-11
NS3 helicase inh	4	-8	-9	-8	13	1	11	-30
IDE cell activ	4	-1	4	-154	6	4	2	8
M18AAP inhibitor	-3	-10	-11	3	5	-1	7	-9
IMP-1 inh	-1.2	-0.4	-2.2	0.7	-1.6	-1.7	-1.0	-3.0
FID counter	-25	-30	-24	-7	-71	-22	-7	13
IDE inh	2	-2	3	141*	.	-3	3	6
VIM-2 inhibitor	-0.2	-2.2	1.0	-0.2	-0.2	-1.3	-3.1	-0.7

9) Cc1ccc(C(=O)Nc2c(C)cc(C)c3cccnc23)cc1
10) CN1CCCN(C(=O)c2ccc(Cl)cc2)CC1
11) COc1ccccc1NC(=O)c1ccc(CS(=O)(=O)c2ccc(C)cc2)cc1
12) N#CCCn1cc(/C=N/O)c(-c2ccc(Cl)cc2)n1
13) Cc1c(C(=O)Nc2ccc(F)cc2)oc2ccc(S(=O)(=O)N3CCCC3)cc12
14) Cc1ccc2cc(C(c3nnnn3Cc3ccccc3)N3CCc4ccccc43)c(=O)[nH]c2c1C (stereo unspecified)
15) CC(C)(C)NC(=O)N1CCCN(c2ccc(C(F)(F)F)cn2)CC1
16) CC(c1ccon1)N(C)C(=O)c1ccc2nc(Cc3cccc(Cl)c3)oc2c1 (stereo unspecified)

Assay by compound	9	10	11	12	13	14	15	16
SUMO HTRF inh	11	-4	30	7	1	4	-3	-5
pCIP destab	-10	-6	3	-2	-3	2	-8	5
NS3 helicase inh	-7	-3	0	8	20	1	-8	0
IDE cell activ	2	6	2	-3	-3	-1	-2	1
M18AAP inhibitor	-6	-10	-3	-14	3	3	4	1
IMP-1 inh	-3.0	-1.0	-2.3	0.1	-1.5	-0.9	-5.3	-1.7
FID counter	-9	-2	-6	1	-23	-9	-15	-49
IDE inh	-3	3	9	-6	-2	3	10	9
VIM-2 inhibitor	-0.1	0.5	-2.4	0.5	0.7	-2.2	-2.7	0.6

In another format: entries from further up
| item | Molecule | SUMO HTRF inh | pCIP destab | NS3 helicase inh | IDE cell activ | M18AAP inhibitor | IMP-1 inh | FID counter | IDE inh | VIM-2 inhibitor |
| --- | --- | --- | --- | --- | --- | --- | --- | --- | --- | --- |
| 4 | CCN(CC)c1ccc(/C=C(/C#N)c2nc3ccccc3[nH]2)c(OC(C)C)c1 | 19 | -612 | -8 | -154 | 3 | 0.7 | -7 | 141* | -0.2 |
| 5 | COc1cccc(C2/C(=C(/O)c3ccc4c(c3)CC(C)O4)C(=O)C(=O)N2CC2CCCO2)c1 (stereo unspecified) | 6 | -13 | 13 | 6 | 5 | -1.6 | -71 | . | -0.2 |

The results go on.
17) CCn1c(=N)n(CC(=O)C(C)(C)C)c2ccccc21
18) CN1CCCC(OC(=O)c2ccc(Cl)cc2)C1 (stereo unspecified)
19) O=C(Cn1c(=O)n(Cc2ccc3c(c2)OCO3)c(=O)c2ccccc21)N1CCCc2ccccc21
20) O=C(c1cc([N+](=O)[O-])ccc1Cl)N1CCN(c2ccccc2)CC1
21) CCCC(=O)Nc1ccc(C(=O)N/N=C2\CC(=O)CC(C)(C)C2)cc1
22) COc1cccc(/C=C2\Oc3cc(OC(=O)N4CCOCC4)ccc3C2=O)c1
23) O=C1COc2ccc(-c3csc(NCCc4ccccc4)n3)cc2N1
24) Cn1cnc2c1c(=O)n(CC(O)CO)c(=O)n2C (stereo unspecified)

Assay by compound	17	18	19	20	21	22	23	24
SUMO HTRF inh	-8	-3	-34	9	-4	6	-1	-12
pCIP destab	-4	0	1	-1	-50	1	-6	-2
NS3 helicase inh	-5	8	10	6	1	-12	-7	2
IDE cell activ	2	6	2	5	2	4	5	1
M18AAP inhibitor	-10	6	8	-9	39*	7	-16	2
IMP-1 inh	-5.0	-0.3	-5.2	-3.0	-2.0	-3.0	-2.5	-1.9
FID counter	-5	1	-12	0	-3	-4	-12	2
IDE inh	-1	-6	0	4	-2	2	5	1
VIM-2 inhibitor	-1.6	0.3	-3.5	-3.6	-1.8	-2.5	-1.3	-0.5

25) COc1cc(/C=N/NC(=O)CCc2c(C)n[nH]c2C)ccc1O
26) CN1/C(=C\C(=O)c2cccs2)Sc2ccccc21
27) CC(=O)Nc1ccc(/C=N/N2C(=O)NC(C)(c3ccc(OC(F)F)cc3)C2=O)cc1 (stereo unspecified)
28) CC(/C=C/c1ccccc1)NC(N)=O (stereo unspecified)
29) CCC(CC)C(=O)c1c[nH]c(C(=O)NCc2ccc(F)cc2)c1
30) CCC(=O)NCCn1ccc2ccccc21
31) COc1ccc(Nc2nc3c(C)cccn3c(=O)c2C=O)cc1
32) C(=N\Nc1ccccn1)/c1ccc(N2CCOCC2)cc1

Assay by compound	25	26	27	28	29	30	31	32
SUMO HTRF inh	5	10	-3	16	1	9	-6	18
pCIP destab	1	-66	-11	-10	-3	-16	6	-4
NS3 helicase inh	3	-1	1	8	-5	6	7	2
IDE cell activ	3	1	12	5	0	4	0	0
M18AAP inhibitor	1	54*	-16	-2	10	-10	11	1
IMP-1 inh	0.9	-2.2	-1.6	-2.6	-2.8	-3.9	-5.0	-3.2
FID counter	-1	-8	-3	0	-21	-2	-3	1
IDE inh	3	-4	1	4	-4	5	.	8
VIM-2 inhibitor	-2.8	2.4	-0.5	-0.4	1.1	-2.7	-0.8	-2.9

33) CC(C)CCNC(=O)CN1N=C(c2ccc(Cl)cc2)CCC1=O
34) CCOC(=O)C1(CC)CC(CSc2nc3ccccc3[nH]2)OC1=O (stereo unspecified)
35) O=C(Nc1ccc([N+](=O)[O-])c(NC(=O)C2CCCO2)c1)C1CCCO1 (stereo unspecified)
36) O=C(Nc1ccc(F)cc1)N1CCCN(c2ccc(C(F)(F)F)cn2)CC1
37) Cc1cc(Nc2cc(F)ccc2C)n2ncnc2n1
38) O=c1c2ccccc2nc(-c2ccc(Cl)c(Cl)c2)n1O
39) O=C(/C=C/c1ccc2c(c1)OCO2)Nc1nc(-c2ccccc2)cs1
40) CC1=NNC(=O)C1Oc1ccccc1 (stereo unspecified)

Assay by compound	33	34	35	36	37	38	39	40
SUMO HTRF inh	7	10	12	-12	13	15	14	18
pCIP destab	-14	-2	-1	-9	-2	3	-3	-3
NS3 helicase inh	-2	0	-4	28	6	2	-5	-1
IDE cell activ	1	-5	-3	.	4	5	-6	6
M18AAP inhibitor	-6	2	4	5	4	10	-5	-1
IMP-1 inh	-1.4	-1.1	-3.1	-1.7	-3.9	-0.7	-0.4	-1.2
FID counter	-30	-6	-8	-11	5	-4	-5	-2
IDE inh	-2	0	1	5	4	1	10	-1
VIM-2 inhibitor	1.2	-4.1	-3.3	-2.2	1.3	-2.4	-3.6	1.2

41) CCOc1cccc(-c2c(C(=O)N/N=C(\C)c3ccccn3)nnn2-c2nonc2N)c1
42) CCn1c(Cc2c(C)[nH]c3ccccc23)n[nH]c1=S
43) O=S(=O)(c1ccc(F)cc1)c1nc(-c2ccccc2F)oc1N1CCCCC1
44) COc1ccccc1N1C(=O)N(CC(=O)C(C)(C)C)c2ccccc2S1(=O)=O
45) CCC(C)c1ccc(OCC(=O)NNC(=O)C2CCCCC2)cc1 (stereo unspecified)
46) Cc1c(NC(=O)CSc2n[nH]c(-c3ccccc3)n2)c(=O)n(-c2ccccc2)n1C
47) N#CCCN(Cc1cccnc1)C(=S)NC(=O)c1ccco1
48) CC(C)CN(CCCNC(=O)CN1C(=O)COc2ccc(S(=O)(=O)N3CCOCC3)cc21)CC(C)C

Assay by compound	41	42	43	44	45	46	47	48
SUMO HTRF inh	-96	23	-5	-9	-14	14	18	11
pCIP destab	-8	-15	23	8	4	-3	-8	14
NS3 helicase inh	-12	4	8	8	3	5	-6	19
IDE cell activ	-3	2	-4	3	1	10	4	0
M18AAP inhibitor	19	11	1	-2	2	-7	6	-1
IMP-1 inh	-3.0	-3.7	2.1	-0.4	-1.4	-2.7	-4.8	-4.0
FID counter	-35	-6	4	-10	-33	-10	0	4
IDE inh	-2	0	1	4	0	-3	5	-3
VIM-2 inhibitor	-3.8	-3.4	0.4	1.7	-1.2	-2.0	-5.3	-4.6

49) COc1ccc(C2C(C(N)=O)=C(C)Nc3nc(CCCO)nn32)cc1 (stereo unspecified)
50) COCC(C)n1c(SCC(=O)NC(=O)Nc2ccc3c(c2)OCCO3)nc2ccccc2c1=O (stereo unspecified)
51) Cc1cc(C)cc(NC(=O)c2cc(Cl)sc2Cl)c1
52) N=c1ccn(Cc2c(Cl)cccc2Cl)cc1
53) CCOC(=O)c1c(NC(=O)CNCCOC)sc2c1CCCC2
54) CC(CN1c2ccccc2Sc2ccccc21)N(C)C (stereo unspecified)
55) Cc1occc1C(=O)Nc1ccc(S(=O)(=O)N2CCCC2)cc1
56) COc1ccc(C(=O)N2CCC(C(=O)NCc3ccccn3)CC2)cc1

Assay by compound	49	50	51	52	53	54	55	56
SUMO HTRF inh	16	-11	-25	4	-12	20	14	8
pCIP destab	-1	5	10	-10	-10	-10	3	-13
NS3 helicase inh	-10	-13	3	0	-3	2	-1	-4
IDE cell activ	0	2	1	3	0	3	-1	1
M18AAP inhibitor	-15	-4	7	2	0	-4	7	2
IMP-1 inh	-2.5	5.5*	0.8	-3.3	-0.6	0.4	-3.1	-2.8
FID counter	-7	-9	3	1	-11	1	-8	-2
IDE inh	-4	-6	3	-3	5	-2	-5	0
VIM-2 inhibitor	-2.1	-1.2	-0.8	-2.8	-3.0	-0.8	-0.6	1.2

57) O=C1N/C(=C\c2ccccc2)c2ccccc21
58) CC(C)(C)c1ccc2c(c1)N(CC(=O)N1CCCC1)C(=O)CO2
59) CCOc1nc(Oc2cccc(C(=O)O)c2)nc(Oc2cccc(C(=O)O)c2)n1
60) O=C(CCNC(=O)C1CCN(S(=O)(=O)c2ccc(F)cc2)CC1)NCc1cccc(Cl)c1

Assay by compound	57	58	59	60
SUMO HTRF inh	-3	3	-23	2
pCIP destab	7	7	-8	-4
NS3 helicase inh	10	-2	0	-5
IDE cell activ	-19	0	8	-4
M18AAP inhibitor	0	-3	8	2
IMP-1 inh	-3.0	-0.3	-2.8	-2.8
FID counter	-1	-8	-7	-43
IDE inh	5	2	4	4
VIM-2 inhibitor	0.7	-0.2	-2.2	-3.4
